Compound activity from PubChem BioAssay.
MCF10A rereplic: A quantitative high throughput screen for small molecules that induce DNA re-replication in MCF 10a normal breast cells; MCF 10A DNA re-replication, Hoechst nuclear intensity, 48 h; Potency, µM (titrated, usually from 46.1 µM), inactives show top-dose activity, positive = re-replication, usual class: activators; actives 2.9% (n = 350,000); AID 624296, 2012; note: potency is the fitted concentration of half-maximal effect; % of control where 0% means no effect; nearly all actives have a fitted effect of over 50% in size
S2 tox: Viability Counterscreen for Primary qHTS for Inhibitors of ATXN expression. S2 cells (HEK-293 line with an ATXN2-luciferase reporter) viability, CellTiter-Fluor protease fluorescence, 24 h. Potency, µM (doses to about 56.7 µM), usual class: cytotoxic. actives 0.49% (n = 400,000). AID 651635, 2014; note: potency is the fitted concentration of half-maximal effect; nearly all actives have a fitted effect of over 40% in size
HepG2 tox: qHTS for Inhibitors of TGF-b: Cytotox Counterscreen; HepG2 CAGA-GFP viability, ATP luminescence, 18 h; Potency, µM (top dose mostly 46.1 µM), inactives show at the highest dose activity change, negative = cytotoxicity, actives largely listed as cytotoxic; actives 0.76% (n = 410,000); AID 588856, 2011; note: potency is the fitted concentration of half-maximal effect; some results filed as inactive show a strong effect at the top dose
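HepG2 CAGA-GFP cells (1000/well, DMEM with 1% FBS) received compound, then TGF-beta at 500 pg/mL final, and were incubated 18 hours at 37 degrees C. Viability was read by CellTiter-Glo luminescence. Media-only wells were set as complete cell-killing and DMSO as no toxicity.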
ATXN2 expr inh: Primary qHTS for Inhibitors of ATXN expression; AID 1745845, 2022; actives 0.72% (n = 360,000); HEK-293 ATXN2-luciferase reporter, luminescence, 24 h; Potency, µM (doses to about 57 µM), for inactives: at the highest dose activity change, negative = inhibition, hits mostly inhibitors; note: potency is the fitted concentration of half-maximal effect; % is set by controls: 0 for no effect and ±100 for the full control effect; nearly all actives have a fitted effect of over 55% in size
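qHTS (up to 57 uM final) was run with 24 h compound exposure of reporter cells at 37 °C. Each well was multiplexed: SteadyGlo luminescence measured ATXN2-luciferase expression after a fluorogenic Gly-Phe-AFC viability readout (25 uM final).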
TGFb inhibitor: qHTS for Inhibitors of TGF-b; Potency, µM (top dose mostly 46.1 µM), without a hit: top-dose activity, negative = inhibition, usual class: inhibitors; HepG2 CAGA-GFP TGF-b/SMAD3 reporter, GFP fluorescence, 18 h; TGF-beta stimulated, 500 pg/mL final; actives 1.2% (n = 410,000); note: potency is the fitted concentration of half-maximal effect; % is set by controls: 0 for no effect and ±100 for the full control effect; nearly all actives have a fitted effect of over 65% in size
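Inhibition of TGF-beta-driven CAGA-GFP reporter expression in HEPG2 cells is measured by cellular GFP fluorescence after 18 h stimulation with 500 pg/mL recombinant TGF-beta in 1% FBS medium at 37 degrees C.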
Nrf2 activator: qHTS of Nrf2 Activators; AID 624171, 2012; Potency, µM (top dose mostly 46.1 µM), for inactives: top-dose activation, hits mostly activators; AREc32 ARE-luciferase reporter (MCF7-derived line), luminescence, 24 h; actives 0.31% (n = 410,000); note: potency is the fitted concentration of half-maximal effect; % of control where 0% means no effect; nearly all actives have a fitted effect of over 65% in size
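ARE-driven firefly luciferase activity in AREc32 cells measured after a 24 hr compound exposure at 37 deg C, using Steady-Glo reagent and a 30 min room-temperature hold.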
IL-1B inflam inh: qHTS for Inhibitors of Inflammasome Signaling: IL-1-beta AlphaLISA Primary Screen | THP-1 LPS/ATP IL-1B secretion, AlphaLISA, 16 h; stronger effect = lower value | activity change, % at 57.5 µM | actives 4.7% (n = 360,000) | AID 743279, 2014; in the data active = activity change below about -50%; inconclusive = mostly about -30% to -49%; note: % is set by controls: 0 for no effect and ±100 for the full control effect
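THP-1 cells pretreated 1 hr with compounds (up to 57.5 uM final), then stimulated with LPS (250 ng/mL final) plus ATP (1.25 mM final); secreted IL-1B measured by AlphaLISA after 16 hr, decreased signal indicating inhibition.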
A549 tox: Nrf2 qHTS screen for inhibitors: counterscreen for cytotoxicity | A549 ARE-Fluc cells, CellTiter-Fluor viability, 18-24 h | Potency, µM (doses to about 46 µM), for inactives: at the top dose activity change, negative = cytotoxicity, hits mostly inhibitors | actives 0.16% (n = 390,000); note: potency is the fitted concentration of half-maximal effect; % is set by controls: 0 for no effect and ±100 for the full control effect
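A549 ARE-Fluc cells in 5% FBS OPTI-MEM, 5000 cells/well, rested 2 h then exposed to compounds in concentration-response for 18-24 h at 37 °C. Viability by CellTiter-Fluor fluorescence (Ex 405/Em 525) after 30 min; luciferase luminescence (BugLite, 15 min, RT) read afterwards.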
Nrf2 block: Nrf2 qHTS screen for inhibitors; A549 ARE-Fluc reporter, luciferase luminescence, 18-24 h; Potency, µM (titrated, usually from 46 µM), inactives show top-dose activity change, negative = inhibition, most hits filed as inhibitors; actives 2.1% (n = 360,000); AID 504444, 2011; note: potency is the fitted concentration of half-maximal effect; % is set by controls: 0 for no effect and ±100 for the full control effect; nearly all actives have a fitted effect of over 60% in size
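Nrf2 function is reported as luminescence of an ARE-controlled luciferase in A549 cells. Compounds were tested at several concentrations, and a CellTiter-Fluor read on the same wells flagged cytotoxicity.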
* = called active by the depositor; i = inactive; ? = inconclusive; / = no result given; & = joins results of further samples; [ ] = dose if it differs, or a comment. Unless noted, calls come from the whole dose curve; as a rule, active = well fitted curve in the direction sought with a large enough effect; inconclusive = small, poorly fitted or top-dose-only effect, or another doubt; inactive = no such curve, though single readings can be large; an effect the other way counts as inactive or inconclusive.

SMILES	MCF10A rereplic	S2 tox	HepG2 tox	ATXN2 expr inh	TGFb inhibitor	Nrf2 activator	IL-1B inflam inh	A549 tox	Nrf2 block
Cc1ccc(S(=O)(=O)N2CCC(C(N)=O)CC2)cc1[N+](=O)[O-]	-5%	?	-1%	-17%	-4%	0.2%	5	-9%	-4%
O=C(COc1ccc(S(=O)(=O)N2CCOCC2)cc1Cl)NCC1CCCO1 (stereo unspecified)	6%	i	9%	3%	?	-0.9%	1	1%	1%
Cc1c(C(=O)N2CCOCC2)oc2c1-c1nn(CC(=O)NCc3cccc(F)c3)cc1CC2	/	/	-10%	/	-27%	4.8%	/	3%	-17%
O=C(CCCn1c(=O)[nH]c2ccccc2c1=O)N1CCN(c2ccccc2)CC1	/	i	10%	-9%	-11%	-0.8%	/	-3%	/
C[C@H](CO)N1C[C@H](C)[C@H](CN(C)S(=O)(=O)c2ccc(F)cc2)Oc2ncc(Br)cc2C1=O	/	i	-35%	-7%	-2%	2.6%	-12	/	/
CCOCc1nnc(NC(=O)c2cc(OC)cc(OC)c2)s1	8%	i	1%	1%	-1%	-0.1%	0	0%	-4%
Cn1c(/C=C/c2ccc(Br)cc2)c([N+](=O)[O-])c(=O)n(C)c1=O	21µM*	?	-63%	?	?	3.1%	-103*	?	21µM*
CCOC(=O)C1CCCN(CC(=O)NC2CC2)C1 (stereo unspecified)	2%	i	6%	-12%	-7%	0.2%	-12	-5%	9%
CC1CCC(NC(=O)CCN2C(=O)C3C4C=CC(C4)C3C2=O)CC1 (stereo unspecified)	-5%	i	1%	6%	3%	-0.3%	1	-2%	2%
O=C(CSc1ncccn1)NCc1cccc(Cl)c1	6%	i	0%	/	5%	4.5%	-3	10%	?

Single values from the entries so far.
CC1CCC(NC(=O)CCN2C(=O)C3C4C=CC(C4)C3C2=O)CC1 (stereo unspecified) – ATXN2 expr inh: 6%
C[C@H](CO)N1C[C@H](C)[C@H](CN(C)S(=O)(=O)c2ccc(F)cc2)Oc2ncc(Br)cc2C1=O – TGFb inhibitor: -2%

(listing goes on)
SMILES	MCF10A rereplic	S2 tox	HepG2 tox	ATXN2 expr inh	TGFb inhibitor	Nrf2 activator	IL-1B inflam inh	A549 tox	Nrf2 block
Cc1nc2c(C#N)cnn2c2c1CCN2CC1CCCO1 (stereo unspecified)	10%	i	6%	0%	5%	0.3%	-7	1%	-23%
CCN(CC)C(=O)C1=C(C)N(Cc2ccc(OC)cc2)C(=O)C(CC(=O)NCc2ccco2)C1 (stereo unspecified)	/	i	-4%	15%	-6%	2.2%	-25	/	/
COc1ccc(C2c3[nH]c4ccccc4c3CCN2C(=O)c2ccccc2C(C)=O)c(F)c1 (stereo unspecified)	1%	i	-1%	-23%	?	7.0%	?	-2%	-2%
CC(=O)N1CCCc2cc(S(=O)(=O)N3CCC(C(=O)NCc4ccc(F)cc4)CC3)ccc21	/	i	-31%	7%	-30%	6.3%	/	-3%	/
CCN1CCN(Cc2ccc(NC(=O)c3cc(NC(=O)c4ccc5n[nH]nc5c4)cc(OC)c3)cc2C(F)(F)F)CC1	7%	i	3%	9%	?	0.5%	2	0%	9%
O=C(O)c1cc(-c2ccccc2)n(-c2ccc(F)cc2)n1	-3%	i	-2%	-4%	0%	2.3%	-1	-9%	-26%
Cc1ccc(O)c(CNc2nc3ccccc3[nH]2)c1	9%	i	-27%	/	-1%	7.7%	-6	6%	?
CCOc1ccccc1CNc1nnnn1C	0%	i	9%	3%	-2%	0.1%	7	1%	1%
CC(C)c1ccc(S(=O)(=O)Nc2ccc(-n3cnnn3)cc2)cc1	-3%	i	-7%	-4%	16%	-0.3%	-6	-17%	?
Cc1ccc(Nc2nc(NCc3ccccc3)nc3ccsc23)c(C)c1	/	?	-9%	?	?	-1.7%	?	/	/
O=C(c1ccco1)N1N=C(c2cccs2)CC1c1ccccc1O (stereo unspecified)	?	i	-51%	-4%	?	2.2%	-12	-1%	-18%
Cc1onc(-c2ccccc2)c1C(=O)NCCN1CCOCC1	-6%	i	-5%	23%	-9%	-0.8%	12	-12%	4%
CC(=O)Nc1ccc(OC(F)(F)C(F)F)c(NC(C)=O)c1	?	i	3%	2%	0%	-0.8%	13	0%	6%
NS(=O)(=O)c1ccc(CCNC(=O)Nc2ccc(Cl)cc2)cc1	3%	i	-20%	-5%	11%	0.4%	54	-19%	-20%
COc1ccc(CCNC(=O)C2CC(c3c(Cl)cccc3Cl)=NO2)cc1 (stereo unspecified)	2%	i	-14%	11%	-14%	-0.9%	-16	-2%	-14%
Cc1cccc(C(=O)Nc2ccc3nc(SCC(=O)N4CCc5ccccc54)sc3c2)c1	/	i	-7%	11%	?	3.9%	/	-2%	13%
COc1cccc(CN2CCN(c3ncccn3)CC2)c1OC	-9%	?	8%	3%	0%	0.2%	16	0%	-17%
CN(C)c1ccc(NC(=O)c2ccc(Cn3cc([N+](=O)[O-])cn3)cc2)cc1	?	?	-5%	-10%	-3%	4.2%	4	-8%	7%
CCCCN(CCCC)S(=O)(=O)c1ccc(NC(=O)c2ccc([N+](=O)[O-])cc2Cl)cc1	-2%	i	-9%	?	-32%	0.1%	0	-6%	?
CCOC(=O)CN1C(=O)C(O)(CC(=O)c2ccccn2)c2ccccc21 (stereo unspecified)	?	i	1%	-1%	4%	3.7%	-1	-2%	-4%
O=c1[nH]nnc2sc3c(c12)CCCC3	1%	i	-2%	2%	?	0.2%	29	4%	-28%
CCC1(CC)C(=O)C2=C3C1[C@H](C(=O)OC)CC(C(=O)OC)C[C@H]3[C@H]1C(=O)N(C)C(=O)[C@H]1[C@H]2C (stereo partly specified)	/	/	-45%	/	-7%	/	/	2%	4%
COc1ccc(C2CC(c3cccs3)=NN2C(=O)CSc2nnnn2C)cc1OC (stereo unspecified)	-1%	i	4%	/	8%	0.6%	-18	0%	23%
COCC(C)NC(=S)N1CCN(c2ccccc2Cl)CC1 (stereo unspecified)	-4%	i	0%	-12%	-15%	2.4%	10	8%	-9%
CCN1C(=O)[C@H]2[C@@H](c3ccc(C)cc3)N3C(=O)N(c4cccc(Cl)c4)C(=O)[C@@]3(C)[C@H]2C1=O	22%	i	7%	-1%	0%	0.4%	7	-6%	-7%
CCC(c1nnc(SCC(=O)NCCc2ccc(OC)c(OC)c2)n1Cc1ccccc1)N(C)C (stereo unspecified)	0.65µM*	i	-11%	-21%	-2%	-0.7%	-21	-2%	-5%
COc1cc(Nc2ccc(C)cc2)c([N+](=O)[O-])nc1[N+](=O)[O-]	-1%	?	-21%	1%	-28%	0.4%	74	-29%	4%
CC1CCN(S(=O)(=O)c2ccc3c(ccn3CC(=O)NCc3ccccc3F)c2)CC1	/	?	-22%	-18%	?	6.9%	/	-3%	-6%
O=C(CCS(=O)(=O)c1ccccc1)Nc1nc(-c2ccc(F)cc2)cs1	26%	i	-52%	-7%	?	?	-77*	-12%	?
Cc1cnn(-c2nc(-c3cccs3)cc(C(F)(F)F)n2)c1	18%	?	-4%	-13%	4%	0.4%	-10	-14%	-19%
O=C(O)[C@@H]1CC(O)CN1C(=O)CCc1c[nH]c2ccccc12 (stereo partly specified)	4%	i	-4%	-3%	-1%	-0.3%	29	3%	?
CC1(C)CC(=O)C(N=Nc2ccc(C(F)(F)F)cc2[N+](=O)[O-])=C(O)C1	-2%	?	-57%	?	13µM*	9.2%	/	-2%	-4%
CC(Oc1cc2oc(=O)c3c(c2cc1Cl)CCC3)C(=O)NCCCn1ccnc1 (stereo unspecified)	?	i	2%	-7%	0%	-0.7%	-3	1%	-10%
COc1ccc(CCNc2oc(COc3ccc(Cl)cc3)nc2C#N)cc1OC	/	/	-52%	/	?	0.2%	/	-23%	?
Cc1cc(C)n2nc(C(=O)OCCOc3ccc(Br)cc3)nc2n1	-25%	i	-35%	0%	?	0.1%	19	9%	1%
COc1cc(CNC2CCCC2)c(Br)cc1OC1CCCC1	13%	i	-10%	-22%	8%	0.5%	?	-4%	1%
O=C(COC(=O)c1ccco1)NC1CCCCC1	-3%	i	-12%	-9%	5%	-0.5%	4	-8%	-4%
COC(=O)c1cc(N2CCN(C)CC2)nc2ccccc12	10%	/	4%	2%[11.3 µM]	-11%	-0.9%	15	0%	9%
COc1ccc(/C=C/C(=O)Nc2ccc(C(N)=O)cc2)cc1OC	?	i	-47%	-6%	0%	0.1%	15	-5%	-16%
CCCn1cc(S(=O)(=O)c2ccccc2)c(=O)c2cc(CC)ccc21	14%	i	-1%	0%	-4%	-1.0%	-50*	9%	?
COc1ccc(-c2noc(CCC(=O)NCc3ccco3)n2)cc1	-1%	i	-2%	/	-17%	8.3%	8	-6%	-13%
COc1ccc(/C=N/NC(=O)c2ccc(Cl)cc2)cc1Cn1cc(Cl)cn1	-7%	i	-8%	/	-21%	4.5%	-5	-3%	-25%
CCn1cc(C(=O)O)c(=O)c2cnc(N3CCN(C(=S)NC(=O)c4ccc(Cl)cc4)CC3)nc21	0%	i	-11%	2%	5%	-0.8%	?	1%	2%
COc1ccccc1N(CC(=O)NCCSCc1ccccc1)S(C)(=O)=O	3%	?	-16%&1%	-8%	-2%&0%	-0.3%&-0.8%	-5	0%&7%	-12%&-13%
